FBW7 act = human FBW7 E3 ligase activation, primary screen. AlphaScreen FBW7–phospho-cyclin E peptide binding, activator screen. normalized activity (activation), % at 26.1 µM. actives 0.13% (n = 650,000); in the data active means normalized activity above about 1.9%;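 further: purified mutant Fbw7 with reduced substrate affinity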
MITF inh = inhibitors of human MITF | O75030 | AlphaScreen MITF homodimerization, bead proximity signal | inhibition, % at 2.6 µM | actives 0.91% (n = 650,000); in the data active means inhibition above about 50%;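 further: 0% = vehicle wells with protein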
Target sequence (O75030 whole entry, looked up): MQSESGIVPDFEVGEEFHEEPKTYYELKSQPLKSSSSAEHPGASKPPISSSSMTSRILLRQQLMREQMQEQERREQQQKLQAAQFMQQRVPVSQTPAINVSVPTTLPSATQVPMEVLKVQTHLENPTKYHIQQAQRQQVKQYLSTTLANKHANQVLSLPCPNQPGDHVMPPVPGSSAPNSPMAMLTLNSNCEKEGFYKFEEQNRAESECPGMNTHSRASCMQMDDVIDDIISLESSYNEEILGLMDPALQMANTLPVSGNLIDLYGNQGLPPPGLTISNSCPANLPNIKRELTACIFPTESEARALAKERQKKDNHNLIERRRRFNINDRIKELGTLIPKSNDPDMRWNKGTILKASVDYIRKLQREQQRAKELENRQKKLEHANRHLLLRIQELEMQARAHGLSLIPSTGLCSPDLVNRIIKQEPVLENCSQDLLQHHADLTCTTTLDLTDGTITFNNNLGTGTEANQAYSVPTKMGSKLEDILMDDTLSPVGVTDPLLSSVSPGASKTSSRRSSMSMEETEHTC
TEAD-YAP inh = TEAD-YAP interaction inhibition. HEK-TIYL cells, TEAD-Gal4/YAP UAS-luciferase luminescence. inhibition, % at 9.12 µM. actives 1.4% (n = 640,000). AID 1259422; in the data active means inhibition above about 32%;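 further: 0% = median of test compound wells and 100% = reference inhibitor wells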
GPR151 activ = human GPR151 activation; Q8TDV0; PathHunter beta-arrestin GPR151 cells, luminescence; activation, % at 11.2 µM; actives 1% (n = 650,000); AID 1508602; in the data active means activation above about 4.9%;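 further: 0% = median of compound wells and 100% = cells with positive control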
Target sequence (Q8TDV0 whole entry, looked up): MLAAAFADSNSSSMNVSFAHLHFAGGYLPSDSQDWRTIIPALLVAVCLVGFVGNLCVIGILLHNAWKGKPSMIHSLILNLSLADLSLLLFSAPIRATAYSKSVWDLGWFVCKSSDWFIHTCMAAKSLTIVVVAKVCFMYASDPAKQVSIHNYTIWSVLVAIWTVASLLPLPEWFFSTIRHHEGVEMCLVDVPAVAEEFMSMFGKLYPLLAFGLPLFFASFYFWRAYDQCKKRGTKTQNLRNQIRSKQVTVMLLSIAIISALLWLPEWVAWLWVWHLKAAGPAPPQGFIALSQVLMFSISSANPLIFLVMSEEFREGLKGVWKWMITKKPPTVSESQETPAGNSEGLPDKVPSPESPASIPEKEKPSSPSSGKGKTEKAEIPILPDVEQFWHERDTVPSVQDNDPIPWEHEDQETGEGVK
Starred values were filed as active, the others as inactive; · = not tested or not shown.

cpd	Molecule	GPR151 activ	TEAD-YAP inh	FBW7 act	MITF inh
1	CC(C)c1nnc(NC(=O)c2c(Cl)cccc2Cl)s1	-1.0	0	-0.2	-1
2	Cc1ccc(NC(=S)N(Cc2ccccc2Cl)C2CCCC2)cc1	-1.4	-1	0.0	-5
3	FC(F)(F)c1cccc(CNc2ncnc3nc(Nc4ccc5ncccc5c4)[nH]c23)c1	-0.6	-6	-0.3	-5
4	CCn1nnc2c1CCN(CC(O)C(C)(C)C)C2 (stereo not given)	-0.4	-9	-0.1	18
5	O=Cc1cccc(-c2ccc(OCCN3CCCCC3)nc2)c1	-1.1	-61	-0.3	-7
6	O=C(O)CCNC(=O)c1cncc(Br)c1	0.9	-3	0.1	8
7	CC(C)N(C(=O)CSc1nnc(-c2ccccc2N)n1C)C(C)C	-0.2	5	-0.2	12
8	COc1ccc(C(=O)N(CC(=O)NC2CCCC2)c2cc(C)ccc2OC)cc1OC	-0.1	-4	0.7	1
9	Cc1cccc(N2CCN(S(=O)(=O)c3ccc(F)c(C(=O)Nc4ccc(Cl)cc4Cl)c3)CC2)c1C	0.5	0	0.1	24
10	COc1ccc(/C(N)=N/OC(=O)CSc2ccccc2)cc1	0.6	-37	0.3	-13
11	O=S(=O)(Nc1cccc(N2CCC(NC3CCOC3)CC2)c1)c1ccc(F)cc1 (stereo not given)	1.5	4	0.7	21
12	CCC(C)(C)NC(=O)Cc1ccc(Br)cc1	-0.3	-7	-0.1	-21
13	Cc1ccc(S(=O)(=O)Nc2ccc(S(=O)(=O)N3CCc4ccccc43)cc2)cc1	1.9	-5	0.1	-2
14	CCCCNC(=O)CCN1N=C(c2ccc(OC)cc2)CCC1=O	0.2	-1	0.0	0
15	NC(=O)COc1ccc(Cl)cc1C=O	-1.4	3	0.9	17
16	Cc1nc(C(N)=O)c2[nH]c(=O)n(-c3cccc(C#N)c3)c2n1	-1.1	-6	0.0	-9
17	O=C(COc1ccc(C2CCCCC2)cc1)Nc1ccc2c(c1)oc1ccccc12	0.4	10	0.4	6
18	CCCN1C(=O)/C(=C/c2ccc(O)c(Cl)c2)NC1=S	-0.3	-4	0.1	17
19	Oc1ccccc1-c1n[nH]c(=S)n1-c1ccccc1	0.3	-5	0.0	-2
20	CC(O)c1c(O)ccc2ccc(=O)oc12 (stereo not given)	0.4	-6	-0.1	-11
21	O=C1C(Cl)=C(N2CCOCC2)C(=O)N1c1ccc(Br)cc1	1.2	10	-0.1	-2
22	COC(=O)C1=CN(C(C)c2ccccc2)C=C(C(=O)OC)C1c1cc(OC)c(OC)c(OC)c1 (stereo not given)	-1.8	1	1.1	4
23	Cc1cc(C)cc(CN2CCc3nnc(CNC(=O)c4ccccc4)n3CC2)c1	-0.9	-3	0.0	-4
24	Cc1ccc(C2Nc3ccccc3NC3=C2C(=O)CC(c2ccccc2)C3)cc1 (stereo not given)	0.2	-13	-0.1	-11
25	CCCn1ncc(CN2CCCC(N3CCN(c4ccc(OC)cc4)CC3)C2)c1C (stereo not given)	1.7	4	0.0	6

cpd	Molecule	GPR151 activ	TEAD-YAP inh	FBW7 act	MITF inh
26	COc1ccccc1C1C(C#N)C(=O)NC(=O)C1[n+]1ccccc1 (stereo not given)	0.7	-2	-0.2	0
27	Cc1ccc(-c2nc(N3CCC4(CC3)OCCO4)c3ccccc3n2)cc1	-1.4	-2	0.1	-4
28	CCCc1nnc2sc(NC(=O)COc3ccc(F)cc3)nn12	-0.4	2	0.1	0
29	O=C1C(=O)N(Cc2ccco2)C(=O)N1CCN1C(=O)c2ccccc2C1=O	-1.8	1	-0.1	-1
30	CCOc1ccc(Br)cc1S(=O)(=O)NCCOC	2.1	-2	0.1	-4
31	CCOC(=O)c1c(N/N=C(\C)c2ccccc2Cl)n[nH]c1C	-0.4	-6	0.0	7
32	NC(=O)c1ccc(CN2CCCCCCC2)[nH]c1=O	0.4	5	-0.1	7
33	COc1ccc2c(c1)O[C@@H](c1ccc3c(c1)OCO3)C(OC(=O)Nc1ccc(OC(F)F)cc1)C2=O (stereo not given in full)	0.0	·	0.1	4
34	CCOC(=O)C1=C(C)N=c2s/c(=C\c3ccc(Cl)cc3)c(=O)n2C1c1ccc(N(C)C)cc1 (stereo not given)	-1.3	1	-0.3	3
35	COc1cccc(C(=O)N2CCN(Cc3ccc(SC)cc3)CC2)c1	-1.6	20	-0.4	37
36	Cc1cccc(CNc2nc3nc(C)cc(C)n3n2)c1	-0.8	-9	1.0	11
37	CCCC1CCC(C2=N/C(=C\c3cccc(OC)c3OC)C(=O)O2)CC1 (stereo not given)	0.5	-4	0.0	9
38	Cc1ccc(NC2SC(=O)N(C)C2=O)cc1 (stereo not given)	2.2	-17	1.0	18
39	C=CCNc1nc(C2(C)CC3(CC(C)OC3=O)C(=O)O2)cs1 (stereo not given)	-1.1	12	0.0	0
40	O=C(Nc1ccc(S(=O)(=O)N2CCCC2)cc1)Nc1cccc(Cl)c1Cl	-1.2	14	0.5	12
41	CC(=O)c1cccc(NC(=O)N(CC2CC2)C2CCN(CCc3cccs3)CC2)c1	0.5	11	0.0	1
42	O=C(Cc1ccccc1)Nc1cc(N2C(=O)CCC2=O)ccc1Cl	3.4	8	-0.1	9
43	Cc1nc2c(cnn2-c2ccccc2)c(=O)n1-c1cccc(Cl)c1	-0.5	-1	0.1	10
44	Cc1ccc(C(=O)CN(C(=O)CCl)c2ccccc2)cc1	-1.1	36*	0.1	1
45	COc1ccc(O)c(CN2CCCC(N3CCN(c4ccccc4OC)CC3)C2)c1 (stereo not given)	-0.5	-1	0.0	12
46	COc1cccc(OCCn2cc(/C=C3/C(=N)N4N=C(COc5ccccc5)SC4=NC3=O)c3ccccc32)c1	-0.3	12	0.1	10
47	CCOc1cccc(C2CC(c3ccc(CC)cc3)=NC(c3ccc(Br)cc3)N2)c1O (stereo not given)	2.9	-9	0.0	13
48	CCOc1ccc(C(=O)c2cccc([N+](=O)[O-])c2)cc1	-0.2	4	0.0	17
49	Cc1sc2nc(C3CC3)nc(NCCNS(C)(=O)=O)c2c1C	0.9	3	-0.1	3
50	O=C(O)c1ccc(-c2ccc(/C=N/n3cnnc3)o2)cc1	0.2	-10	0.9	-4

cpd	Molecule	GPR151 activ	TEAD-YAP inh	FBW7 act	MITF inh
51	O=C(NS(=O)(=O)c1ccccc1[N+](=O)[O-])c1ccccc1	-0.2	3	0.0	-23
52	CC(C)(C)c1ccc(-c2[nH]ncc2-c2ccncn2)cc1	0.2	-8	0.3	9
53	COC1=CCC2([N+](=O)[O-])CN(Cc3ccccc3)CC1([N+](=O)[O-])C2 (stereo not given)	-0.3	2	-0.1	17
54	CN(C1=NS(=O)(=O)c2ccccc21)c1ccccc1C(=O)O	1.6	-8	-0.1	-5
55	CCOC(=O)C1=C(C)N=c2s/c(=C\c3ccc(Br)o3)c(=O)n2C1c1ccc(OCC)c(OCC)c1 (stereo not given)	-0.3	5	-0.1	1
56	Nc1nonc1-n1nncc1CO	-1.1	-2	-0.2	-2
57	CSC1=NC(C)(C)CC12C=CC(=O)C(C)=C2 (stereo not given)	-0.9	2	-0.1	-11
58	O=C(CN(C1CCCCC1)S(=O)(=O)c1ccc(F)cc1)NC1CC1	0.2	-5	-0.2	-4
59	OCc1nc2ccccc2n1CC(O)COc1ccc(Cl)cc1 (stereo not given)	1.3	1	-0.1	-13
60	CCc1ccccc1Nc1nc2ccccc2n1C	2.3	-10	1.1	0
61	O=C(Nc1ccc(Cl)c(Cl)c1)OCCCNS(=O)(=O)c1cccc([N+](=O)[O-])c1	1.0	14	1.3	17
62	Cc1c(C(=O)N/N=C/c2ccc([N+](=O)[O-])s2)nnn1-c1nonc1N	-0.5	11	-0.1	8
63	O=C(Nc1ccc(F)c([N+](=O)[O-])c1)NC1(C(F)(F)F)Oc2ccc(Cl)cc2O1 (stereo not given)	-0.2	-11	0.0	14
64	COc1cc(CO)ccc1OCC(=O)Nc1ccccc1F	-0.4	-64	0.0	16
65	Cc1ccc(NC(=O)CSc2nc3cc4c(cc3cc2C#N)OCCO4)cc1	-1.2	21	0.6	13
66	CC(C)CCNC(=O)c1cccc(F)c1	-1.3	-10	0.1	5
67	COCCNc1nc2nonc2nc1NCC1CCN(C2CCCC2)CC1	0.2	-11	0.0	-12
68	COC(=O)C12Sc3ccccc3NC(c3ccc(C)cc3)=C1C(=O)C(=O)N2c1ccccc1 (stereo not given)	-2.2	25	0.0	31
69	COc1ccc([N+](=O)[O-])cc1C1NN=C(c2ccccc2O)S1 (stereo not given)	0.1	7	0.0	6
70	O=C(NCc1ccccc1)c1ccc2c(c1)N(Cc1ccc(Cl)cc1)C(=O)CS2=O (stereo not given)	-0.1	-2	0.2	0
71	O=C(/C=C/c1cccc(Cl)c1)Nc1ncc(Cc2ccccc2Cl)s1	-0.2	0	0.1	3
72	Cc1ccc(C(C)C)c(Oc2cc(NC(=O)c3cc4nc(-c5ccc(Br)cc5)cc(C(F)(F)F)n4n3)cc([N+](=O)[O-])c2)c1	-1.6	-7	0.0	-3
73	O=C(CNS(=O)(=O)c1cc(Cl)ccc1Cl)Nc1cccc([N+](=O)[O-])c1	-1.0	6	0.0	11
74	Cc1cccn2cc(CCNS(=O)(=O)c3cccc(F)c3)nc12	1.0	7	-0.2	-3
75	CCOC(=O)C(Sc1nccn1C)C(=O)OCC	0.5	-6	0.0	13

Copied from the listing (21 entries):
cpd	Molecule	GPR151 activ	TEAD-YAP inh	FBW7 act	MITF inh
12	CCC(C)(C)NC(=O)Cc1ccc(Br)cc1	-0.3	-7	-0.1	-21
13	Cc1ccc(S(=O)(=O)Nc2ccc(S(=O)(=O)N3CCc4ccccc43)cc2)cc1	1.9	-5	0.1	-2
14	CCCCNC(=O)CCN1N=C(c2ccc(OC)cc2)CCC1=O	0.2	-1	0.0	0
15	NC(=O)COc1ccc(Cl)cc1C=O	-1.4	3	0.9	17
16	Cc1nc(C(N)=O)c2[nH]c(=O)n(-c3cccc(C#N)c3)c2n1	-1.1	-6	0.0	-9
17	O=C(COc1ccc(C2CCCCC2)cc1)Nc1ccc2c(c1)oc1ccccc12	0.4	10	0.4	6
18	CCCN1C(=O)/C(=C/c2ccc(O)c(Cl)c2)NC1=S	-0.3	-4	0.1	17
19	Oc1ccccc1-c1n[nH]c(=S)n1-c1ccccc1	0.3	-5	0.0	-2
20	CC(O)c1c(O)ccc2ccc(=O)oc12 (stereo not given)	0.4	-6	-0.1	-11
21	O=C1C(Cl)=C(N2CCOCC2)C(=O)N1c1ccc(Br)cc1	1.2	10	-0.1	-2
22	COC(=O)C1=CN(C(C)c2ccccc2)C=C(C(=O)OC)C1c1cc(OC)c(OC)c(OC)c1 (stereo not given)	-1.8	1	1.1	4
23	Cc1cc(C)cc(CN2CCc3nnc(CNC(=O)c4ccccc4)n3CC2)c1	-0.9	-3	0.0	-4
24	Cc1ccc(C2Nc3ccccc3NC3=C2C(=O)CC(c2ccccc2)C3)cc1 (stereo not given)	0.2	-13	-0.1	-11
25	CCCn1ncc(CN2CCCC(N3CCN(c4ccc(OC)cc4)CC3)C2)c1C (stereo not given)	1.7	4	0.0	6
26	COc1ccccc1C1C(C#N)C(=O)NC(=O)C1[n+]1ccccc1 (stereo not given)	0.7	-2	-0.2	0
27	Cc1ccc(-c2nc(N3CCC4(CC3)OCCO4)c3ccccc3n2)cc1	-1.4	-2	0.1	-4
28	CCCc1nnc2sc(NC(=O)COc3ccc(F)cc3)nn12	-0.4	2	0.1	0
29	O=C1C(=O)N(Cc2ccco2)C(=O)N1CCN1C(=O)c2ccccc2C1=O	-1.8	1	-0.1	-1
30	CCOc1ccc(Br)cc1S(=O)(=O)NCCOC	2.1	-2	0.1	-4
31	CCOC(=O)c1c(N/N=C(\C)c2ccccc2Cl)n[nH]c1C	-0.4	-6	0.0	7
32	NC(=O)c1ccc(CN2CCCCCCC2)[nH]c1=O	0.4	5	-0.1	7

Following part.
cpd	Molecule	GPR151 activ	TEAD-YAP inh	FBW7 act	MITF inh
76	Cc1ccc(C(=O)CSc2n[nH]c(C)n2)c(C)c1	0.5	-16	0.2	7
77	Cc1ccc(NC=C2C(=O)OC(C)(C)OC2=O)cc1	2.7	-28	-0.1	0
78	O=C1c2cccnc2C(Nc2ccccc2)N1Cc1ccco1 (stereo not given)	-0.5	-4	-0.5	-11
79	CCCNC(=S)N1CCC(C(=O)c2ccc(F)cc2)CC1	-0.8	-8	-0.2	-12
80	N#CNC1=NCN(CCN2CCOCC2)CN1	-1.3	-9	1.4	14
81	O=C(Cc1c(O)c2ccccc2[nH]c1=O)NC1CCCCCCC1	2.0	-14	0.0	0
82	CC(C)COc1ccc(N2CC(C(=O)O)CC2=O)cc1 (stereo not given)	1.4	0	0.0	-8
83	Cc1cc(NCc2cccc(C(F)(F)F)c2)nc(Nc2ncccn2)n1	4.2	6	0.1	-5
84	CCCCC1=CC2=C(OC(C)=O)C(=O)C(C)(OC(=O)CCC(=O)OC)C(=O)C2=CO1 (stereo not given)	2.1	·	-0.1	-5
